Bioassay records: PubChem BioAssay, National Center for Advancing Translational Sciences (NCATS)
pAkt inh: Akt phosphorylation inhibition | Neuro2A IGF-stimulated pAkt S473 HTRF, 20 min; hits give low values | activity change, % for hits at 50 µM | hit rate 0.32% among 360,000 | AID 651550; in the data active means activity change below about -80%; inconclusive means mostly about -51% to -80%; further: on the % scale 0 is the no-effect control and ±100 the full control effect
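Neuro2A cells in DMEM with 0.5% FBS, overnight at 37 deg C, given compound at single 50 µM final, then IGF (6 nM final) for 20 min at 37 deg C. Lysed; phospho-Akt Ser473 by HTRF after 24 h, 665/615 ratio.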
PTHR1 agonist: agonists of human PTHR1 parathyroid hormone receptor. Q03431. HEK293 GP2 PTHR1 cells, GloSensor cAMP luminescence, 1 h. Potency, µM (series often up to 115 µM), for the others: top-dose activation, hits mostly activators. hit rate 0.075% among 410,000. AID 743266; further: potency means the concentration at half of the fitted maximal effect; nearly all actives have a fitted effect of over 55% in size; some results filed as inactive show a strong effect at the top dose; inactives centre near -15; many of its hits are not listed in these tables
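HEK-293-derived GP2 cells expressing PTHR1 and a GloSensor cAMP reporter, 3,000/well, plated overnight, given luciferin plus IBMX (each 0.5 mM as added) for 1 h at 37 °C, then compound for 1 h at 37 °C. Luminescence was read after 15 min at room temperature.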
Mm-Cpn inhibitor: inhibitors of Methanococcus maripaludis chaperonin (MmCpn); purified Mm-Cpn ATPase, ADP Transcreener TR-FRET; Potency, µM (doses to about 76.9 µM), for inactives: top-dose activity, negative = inhibition, most hits filed as inhibitors; hit rate 0.031% among 330,000; further: potency means the concentration at half of the fitted maximal effect; on the % scale 0 is the no-effect control and ±100 the full control effect; nearly all actives have a fitted effect of over 80% in size
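Compound-treated chaperonin, 25 nM final, turns over 10 uM ATP at 37°C for 30 min following a 10 min preincubation; ADP generated competes with ADP-d2 for Eu-cryptate antibody, lowering FRET.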
D3 antag: blocks the human D3 dopamine receptor; D3R cells, DiscoveRx beta-arrestin luminescence, antagonist mode; hits give low values; P35462; hit rate 2.5% among 360,000; max response, negative = inhibition, %; in the data active means max response below about -50%; inconclusive means no clear call, values can overlap the other calls; further: on the % scale 0 is the no-effect control and ±100 the full control effect; mostly tested at two doses, the higher about 12 µM
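Cells plated overnight at 1500 cells/well, then exposed to library compounds with dopamine controls for 90 minutes at 37 degrees C. DiscoveRx reagent added for 30–60 minutes at room temperature; luminescence read, quantitative HTS format.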
EPAC2 agonist: activates human EPAC2 exchange factor | EPAC2 activation, biochemical qHTS; response scale: 100% = 6.5 mM cAMP response | Potency, µM (series often up to 154 µM), for inactives: at the top dose activation, hits mostly activators | hit rate 0.079% among 360,000; further: potency means the concentration at half of the fitted maximal effect; nearly all actives have a fitted effect of over 50% in size
Target sequence (Q8WZA2 whole entry, looked up): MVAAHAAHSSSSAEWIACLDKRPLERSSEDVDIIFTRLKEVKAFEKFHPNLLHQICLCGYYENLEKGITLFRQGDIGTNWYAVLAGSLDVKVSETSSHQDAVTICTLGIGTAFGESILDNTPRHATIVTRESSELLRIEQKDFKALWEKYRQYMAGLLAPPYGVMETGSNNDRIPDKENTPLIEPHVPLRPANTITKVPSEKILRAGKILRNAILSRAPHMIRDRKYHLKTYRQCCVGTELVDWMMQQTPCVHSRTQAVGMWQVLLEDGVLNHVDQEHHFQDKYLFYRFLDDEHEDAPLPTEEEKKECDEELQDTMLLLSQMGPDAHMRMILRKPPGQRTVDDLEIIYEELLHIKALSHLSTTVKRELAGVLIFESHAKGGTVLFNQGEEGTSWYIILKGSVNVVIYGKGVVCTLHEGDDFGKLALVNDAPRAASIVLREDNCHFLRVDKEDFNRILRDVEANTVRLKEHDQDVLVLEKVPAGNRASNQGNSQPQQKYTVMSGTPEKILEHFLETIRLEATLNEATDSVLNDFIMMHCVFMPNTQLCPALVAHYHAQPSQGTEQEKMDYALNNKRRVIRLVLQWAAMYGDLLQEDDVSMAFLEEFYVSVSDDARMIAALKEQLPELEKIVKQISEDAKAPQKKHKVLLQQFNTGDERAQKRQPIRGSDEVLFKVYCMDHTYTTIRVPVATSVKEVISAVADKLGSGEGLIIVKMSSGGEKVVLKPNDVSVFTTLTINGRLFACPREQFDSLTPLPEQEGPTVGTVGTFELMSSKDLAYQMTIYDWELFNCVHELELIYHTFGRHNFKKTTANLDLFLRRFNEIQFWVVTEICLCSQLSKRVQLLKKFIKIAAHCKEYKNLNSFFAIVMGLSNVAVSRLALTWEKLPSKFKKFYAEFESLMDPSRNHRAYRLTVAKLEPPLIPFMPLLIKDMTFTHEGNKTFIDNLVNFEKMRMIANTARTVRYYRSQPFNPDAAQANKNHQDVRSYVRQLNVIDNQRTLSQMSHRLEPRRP
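Readout is BODIPY fluorescence (480 nm excitation, 540 nm emission), which falls as labeled GDP is exchanged off Rap1B. EPAC2 at 100 nM acted on 250 nM RAP1B-BODIPY-GDP with 50 uM GDP present.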
EPAC2 antagonist: EPAC2 (human) antagonism; Q8WZA2; EPAC2 GEF exchange of Rap1B-BODIPY-GDP, fluorescence; Potency, µM (top dose mostly 114 µM), for inactives: top-dose activity, negative = inhibition, usual class: inhibitors; hit rate 0.18% among 360,000; AID 720708; further: potency means the concentration at half of the fitted maximal effect; on the % scale 0 is the no-effect control and ±100 the full control effect; nearly all actives have a fitted effect of over 45% in size; many of its hits are not listed in these tables
D3 ag: D3 dopamine receptor (human) agonism. D3R DiscoveRx beta-arrestin cells, luminescence, 90 min. hit rate 0.58% among 410,000. P35462. max activation, %; in the data active means max activation above about 30%; further: 0% is about no effect; mostly tested at two doses, the higher about 12 µM
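Cells at 1500/well, incubated overnight, then treated with pinned compounds (dopamine as control) for 90 min at 37 degrees C. DiscoveRx reagent added for 30 - 60 minutes at room temperature; luminescence read.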
CCT modulator: cytosolic chaperonin activity modulation; purified chaperonin ATPase assay, HTRF ADP detection, 30 min; activity change, % (test concentration not listed), hits read low; hit rate 0.3% among 360,000; in the data active means activity change below about -30%; further: on the % scale 0 is the no-effect control and ±100 the full control effect
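Enzyme 40 or 20 nM (batch-dependent) in Tris pH 7.4/KCl/MgCl2/DTT; cpd 76 uM single point; ATP 10 uM; 30 min 37 °C; Transcreener ADP HTRF detection, 30 min RT; ratio 665/615.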
* hit, by the source's call; i = inactive; ? = inconclusive; nt = no result given; [ ] = another dose, or the depositor's remark. Unless noted, the call rests on the fitted dose curve; in most records, active means well fitted curve in the direction sought with a large enough effect; inconclusive means small, poorly fitted or top-dose-only effect, or another doubt; inactive means no such curve, though single readings can be large; an effect the other way counts as inactive or inconclusive. This is a subset; the hit share may differ from the screen's.

compound,pAkt inh,PTHR1 agonist,Mm-Cpn inhibitor,D3 antag,EPAC2 agonist,EPAC2 antagonist,D3 ag,CCT modulator
O=C(COC(=O)c1cc(Cl)nc2ccccc12)c1ccc(Cl)cc1,i,i,-4%,20,-4%,-6%,-3,1.3
CCC(C)NC(=O)c1ccccc1NC(=O)Nc1ccccc1 (stereo not given),i,0%,-1%,18,-3%,12%,2,1.2
COc1ccc(-c2csc(NC(=O)c3c(C)noc3C)n2)cc1,i,-41%[inhibitor],-3%,20,-3%,5%,-13,0.0
Cc1ccc(C)c(N2CCN(CCCNC(=O)CCn3c(=O)c4cccn4c4cccnc43)CC2)c1,i,i,0%,?,4%,2%,-8,-0.9
Cc1ccc(C(=O)N/C(=C\c2cn(S(=O)(=O)N(C)C)c3ccccc23)C(=O)NCCN2CCOCC2)cc1,i,i,1%,5,3%,-3%,-19,-0.8
CN(C)CCNc1nc(-c2ccccc2F)c2sccc2n1,i,-2%,nt,0,6%,-1%,-22,-1.7
CCCC(=O)Nc1cc(C(=O)O)ccc1Sc1ccc(C)cc1,i,-21%,-5%,-15,13%,5%,1,-1.0
CCCCn1c(N)c(S(=O)(=O)c2ccc(C)cc2)c2nc3ccccc3nc21,i,-21%,-15%,11,8%,-28%,32*,-11
CC1(C(=O)Nc2ccc3c(c2)OCO3)CCN1C(=O)Cc1ccc(-c2ccccc2)cc1 (stereo not given),i,-45%[inhibitor],nt,0,20%,4%,1,1.1
CCCC(C)NC(=O)Cc1ccc(S(=O)(=O)N2CCOCC2)s1 (stereo not given),i,-30%,-2%,-17,-5%,2%,-3,2.7
COc1cc(OC)c(CN2CCCN(C)CC2)cc1Br,i,i,-3%,-26,1%,7%,-10,-11
O=C(O)c1cccc(S(=O)(=O)Nc2ccc([N+](=O)[O-])cc2O)c1,i,i,-1%,-6,6%,0%,-9,-0.2
CC1(C(=O)NS(=O)(=O)c2ccccc2Cl)CCN1C(=O)c1ccco1 (stereo not given),i,-30%[inhibitor],nt,13,8%,-3%,6,-4.8
COc1ccc(CN(Cc2ccc(OC)cc2)S(=O)(=O)c2ccc(-n3cnnn3)c(C)c2)cc1,i,i,-1%,-6,14%,-5%,-14,-1.7
Cc1onc2c(=O)n(-c3ccccc3)nc(-c3ccccc3)c12,i,-6%,?,19,11%,2%,10,1.3
COc1ccc(C(=O)NN2CCOCC2)cc1[N+](=O)[O-],i,2%,1%,-30,9%,-2%,-5,-0.6
N#CC1(NC(=O)CSc2nnc(C3CC3)n2C2CC2)CCCCC1,i,29%,0%,-27,-1%,15%,-11,-1.4
O=C(NCc1ccc2c(c1)OCO2)c1cc(-c2cc(Cl)ccc2O)n[nH]1,i,i,0%,3,0%,1%,-6,0.3
O=c1oc(-c2ccccc2Cl)nc2ccsc12,i,i,-8%,-16,11%,1%,-4,0.4
O=S(=O)(Nc1ccc(Cl)cc1)c1ccc2c(c1)CCO2,i,-10%,2%,13,6%,-9%,-7,3.4
Cc1ccc(N=c2c([N+](=O)[O-])nn(-c3ccccc3)n2O)c(C)c1,i,?,-2%,-2,11%,-3%,19,0.2
CCN(CC(=O)NCc1cccs1)C(=O)C(c1ccccc1)c1ccccc1,i,-10%,-1%,0,6%,-7%,4,-1.1
O=C(O)CNC(=O)c1ccccc1NC(=O)c1ccco1,i,i,0%,19,-1%,7%,1,0.3
COC(=O)c1cc(OC)c(OC)cc1NC(=O)c1ccccc1C,i,i,-1%,10,5%,-4%[57.1 µM],0,1.7
COc1ccc(NC(=O)Cn2nnc(C(N)=O)c2N)c(OC)c1,i,i,3%,14,8%,15%,-6,1.3
Cc1cccc(C)c1NC(=O)C1(N2CCN(C(=O)c3ccco3)CC2)CCCCC1,i,i,0%,-2,-14%,-2%,2,-3.1
CCC(=O)Nc1nnc(SCC(=O)Nc2cccc(Cl)c2)s1,i,-40%[inhibitor],-1%,-10,7%,3%,0,-5.6
Cn1c(NCc2ccccc2F)nc2cc(-c3ccccc3)sc2c1=O,i,-17%,nt,10,0%,-19%,18,0.3
Cc1ccc(SCC(=O)NCCC2=CCCCC2)cc1,i,i,-1%,?,3%,-2%[57.1 µM],-7,-1.3
CCc1cccc(C)c1NC(=O)C(c1ccc(O)cc1)N1CCC1=O (stereo not given),i,-5%[57.5 µM],-3%,-2,2%,9%,-1,-0.2

13 entries from above, with values under each structure.
Values run as follows: pAkt inh, PTHR1 agonist, Mm-Cpn inhibitor, D3 antag, EPAC2 agonist, EPAC2 antagonist, D3 ag, CCT modulator
> Cc1onc2c(=O)n(-c3ccccc3)nc(-c3ccccc3)c12
→ i, -6%, ?, 19, 11%, 2%, 10, 1.3
> COc1ccc(C(=O)NN2CCOCC2)cc1[N+](=O)[O-]
→ i, 2%, 1%, -30, 9%, -2%, -5, -0.6
> N#CC1(NC(=O)CSc2nnc(C3CC3)n2C2CC2)CCCCC1
→ i, 29%, 0%, -27, -1%, 15%, -11, -1.4
> O=C(NCc1ccc2c(c1)OCO2)c1cc(-c2cc(Cl)ccc2O)n[nH]1
→ i, i, 0%, 3, 0%, 1%, -6, 0.3
> O=c1oc(-c2ccccc2Cl)nc2ccsc12
→ i, i, -8%, -16, 11%, 1%, -4, 0.4
> O=S(=O)(Nc1ccc(Cl)cc1)c1ccc2c(c1)CCO2
→ i, -10%, 2%, 13, 6%, -9%, -7, 3.4
> Cc1ccc(N=c2c([N+](=O)[O-])nn(-c3ccccc3)n2O)c(C)c1
→ i, ?, -2%, -2, 11%, -3%, 19, 0.2
> CCN(CC(=O)NCc1cccs1)C(=O)C(c1ccccc1)c1ccccc1
→ i, -10%, -1%, 0, 6%, -7%, 4, -1.1
> O=C(O)CNC(=O)c1ccccc1NC(=O)c1ccco1
→ i, i, 0%, 19, -1%, 7%, 1, 0.3
> COC(=O)c1cc(OC)c(OC)cc1NC(=O)c1ccccc1C
→ i, i, -1%, 10, 5%, -4%[57.1 µM], 0, 1.7
> COc1ccc(NC(=O)Cn2nnc(C(N)=O)c2N)c(OC)c1
→ i, i, 3%, 14, 8%, 15%, -6, 1.3
> Cc1cccc(C)c1NC(=O)C1(N2CCN(C(=O)c3ccco3)CC2)CCCCC1
→ i, i, 0%, -2, -14%, -2%, 2, -3.1
> CCC(=O)Nc1nnc(SCC(=O)Nc2cccc(Cl)c2)s1
→ i, -40%[inhibitor], -1%, -10, 7%, 3%, 0, -5.6

More records
compound,pAkt inh,PTHR1 agonist,Mm-Cpn inhibitor,D3 antag,EPAC2 agonist,EPAC2 antagonist,D3 ag,CCT modulator
COc1ccc(COC(=O)N/N=C(\C)CC(=O)NCc2ccc(Cl)cc2)cc1,i,-15%,0%,-13,3%,-3%,-4,-2.1
NS(=O)(=O)c1ccc(CCNC(=O)c2cc3ccccc3oc2=O)cc1,i,i,-10%,-1,8%,15%,7,-5.3
O=C(Nc1ccc2c(c1)OCO2)c1cc(C2CC2)on1,i,-50%[inhibitor],-3%,-22,21%,1%,-3,-0.2
CCCOc1ccc(/C=N/NC(=O)c2ccc3c(c2)OCO3)c(OCCC)c1,i,-35%[inhibitor],0%,3,12%,3%,0,-0.7
CCC(=O)Nc1nc2ccc(NC(=O)COc3ccccc3)cc2s1,i,-17%,-3%,12,0%,0%,-13,0.7
COc1ccc(-n2cnnc2)cc1,-123%*,i,-2%,-3,17%,11%[57.1 µM],3,1.7
COc1ccccc1-c1cc(C(=O)N/N=C/c2sccc2C)c2ccccc2n1,i,-39%[inhibitor][57.5 µM],-9%,-15,5%,0%,-22,-8.4
COc1cccc(OCc2ccc(Cl)cc2)c1C#N,i,-94%[inhibitor],-3%,4,-1%,-20%,0,-2.2
Cc1noc(C)c1S(=O)(=O)Nc1ccc2c(c1)C(=O)N([C@H](C)CO)C[C@H](C)[C@@H](CN(C)S(=O)(=O)c1ccccc1)O2,i,i,1%,5,6%,1%,9,1.4
CCOC(=O)c1cc(C)n(-c2ccc(OC)c(OC)c2)c1C,i,-9%[57.5 µM],-1%,17,6%,-28%,7,-0.8
CC(=O)c1ccc(S(=O)(=O)Nc2ccc(-c3ccc4nnc(C)n4n3)cc2)cc1,i,-2%,-2%,9,1%,-7%,0,-0.6
CCOC(=O)c1c(-c2ccc(-c3ccccc3)cc2)csc1NC(=O)C1C2CCC(O2)C1C(=O)O (stereo not given),i,-2%,-2%,11,-6%,-1%,16,-2.3
Cn1nnnc1Sc1ncnc2scc(-c3cccc(F)c3)c12,nt,i,-7%,nt,2%,-1%,nt,nt
CCNC(=S)Nc1ccc(Cl)cc1,i,i,0%,1,1%,3%,8,3.0
Nc1ccc(C(=O)C(=O)c2ccc(N)cc2)cc1,i,-7%,1%,-21,8%,-2%,-3,-1.8
Cn1c(-c2ccccc2F)cc2onc(-c3ccccc3)c2c1=O,i,-59%,-1%,-30,22%,0%,-60,-2.1
COc1cccc(/C=N/N=C(\N)c2nonc2N)c1O,i,i,0%,-12,17%,3%,-6,-2.3
Nc1nc2sc3c(c2c(=O)s1)CCCC3,i,-8%[57.5 µM],-2%,23,14%,-5%,-1,0.7
CCOC(=O)N/N=C/c1ccc(N(CC)CC)cc1O,i,-19%,-4%,-4,-9%,-23%,-4,0.1
COc1ccc(NC2CCCN(C(=O)C3(C)CCCCC3)C2)cc1 (stereo not given),i,i,0%,-3,3%,-3%,3,0.8
CCOc1ccc(C(C#N)N2CCOCC2)cc1OC (stereo not given),i,i,2%,-7,-1%,4%,2,-1.5
N#C/C(=C/c1ccc(-c2cccc([N+](=O)[O-])c2)o1)C(=O)Nc1nc(-c2cccs2)cs1,i,-56%[inhibitor],nt,-6,0%,-18%,-4,-0.7
COc1ccc(-n2nc3c(c2NC(=O)c2cc4ccccc4o2)CS(=O)(=O)C3)cc1,i,i,-5%,-27,9%,2%,-5,-4.6
